Screening data deposited in PubChem by National Center for Advancing Translational Sciences (NCATS).
AmpC det inh: inhibitors of E. coli AmpC beta-lactamase with detergent | P00811 | purified AmpC, nitrocefin hydrolysis with detergent | Potency, µM (titrated, usually from 28.7 µM), inactives show top-dose activity change, negative = inhibition | 71,000 compounds, 0.09% hits | AID 584; active = well fitted curve in the direction sought with a large enough effect
Target sequence (P00811 whole entry, looked up): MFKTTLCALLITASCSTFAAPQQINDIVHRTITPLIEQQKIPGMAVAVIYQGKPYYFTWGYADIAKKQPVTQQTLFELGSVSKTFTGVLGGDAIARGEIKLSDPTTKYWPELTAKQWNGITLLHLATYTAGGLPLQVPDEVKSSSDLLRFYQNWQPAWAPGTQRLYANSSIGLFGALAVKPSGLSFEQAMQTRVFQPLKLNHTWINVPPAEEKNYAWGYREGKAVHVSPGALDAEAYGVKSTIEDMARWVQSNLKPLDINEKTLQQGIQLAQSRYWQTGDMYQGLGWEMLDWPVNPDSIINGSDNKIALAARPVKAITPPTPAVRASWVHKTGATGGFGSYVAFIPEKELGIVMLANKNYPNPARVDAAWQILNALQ
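E. coli AmpC (5.3 nM) in 20 mM phosphate pH 7.0 with 0.01% Triton X-100, preincubated 15 min RT with compound; nitrocefin (2 uL of 800 uM stock) hydrolysis followed by 480 nm absorbance every 20 s over 4 min.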
Numbers without * were called inactive; & = joins results of further samples; [ ] = remark or other dose. % is set by controls: 0 for no effect and ±100 for the full control effect; potency is the fitted concentration of half-maximal effect. This is a subset; rates above refer to the full screens.

structure,AmpC det inh
CCOC(=O)C1=C(C)N=c2s/c(=C\c3cccn3C)c(=O)n2C1c1cccc(OC)c1OC (configuration not stated),10.2%
COCCN1CCN(c2c(C)c(C)nc3cc(-c4cccc(OC)c4)nn23)CC1,-4.4%
CCOC(=O)COc1ccc(Cl)cc1C1NC(=O)NC(C)=C1C(C)=O (configuration not stated),-2.2%
Cc1ccc(CCNC(=O)C2CCN(C(=O)c3sccc3-n3cccc3)CC2)cc1,-7.4%
CSc1ccccc1C(=O)NC1CC2CCC1C2 (configuration not stated),-2.7%
COc1cccc(N2C(=O)C(CC(=O)Nc3ccc(F)cc3)N(C3CCCCC3)C2=O)c1 (configuration not stated),-1.5%
CC1CC(=O)c2cnc(NCC3CCCO3)nc2C1 (configuration not stated),-0.7%
O=C(Nc1nnc(-c2ccccc2)o1)NC1CCCCC1,8.1%
O=C1C2CCCN2C(c2cccs2)N1c1ccccn1 (configuration not stated),-3.6%
COc1ccc(S(=O)(=O)Nc2ccc(F)c(F)c2)cc1Cl,-1.4%
COc1ccc(-c2nc3cnccn3c2Nc2ccc3c(c2)OCO3)cc1,6.5%
O=C(Nc1ccc2c(c1)OCO2)C1CCN(c2ccc(S(=O)(=O)N3CCOCC3)cc2)CC1,12.1%
O=C(O)C1C2C=CC3(O2)C1C(=O)N1c2ccccc2COC13 (configuration not stated),13.6%
O=C(c1cccc(S(=O)(=O)N2CCOCC2)c1)N1CCCc2ccccc21,-2.9%
COc1ccc2nc(SCC(=O)Nc3ccc(S(=O)(=O)Nc4onc(C)c4C)cc3)[nH]c2c1,-4.5%
Cc1ccc(Nc2nc(N)nc(CN3CCN(Cc4ccc5c(c4)OCO5)CC3)n2)cc1,-4.4%
CC(C)C1N(S(=O)(=O)c2ccccc2)CCN1S(=O)(=O)c1ccccc1,9.2%
Nc1ccccc1-c1nnc(SCc2ccccc2F)[nH]c1=O,4.7%
O=C1CCC(=O)N1c1ccccc1-c1ccccc1,0.5%
COc1ccc(-n2c(=O)cnc3cnc(OC)nc32)cc1,-2.3%
Cc1n[nH]c(C)c1S(=O)(=O)N1CCOCC1,-3.2%
S=P(c1ccc(N2CCOCC2)cc1N1CCOCC1)(N1CCOCC1)N1CCOCC1,-2.3%
FC(F)Oc1ccc(-c2csc(Cc3nnc4n3CCCCC4)n2)cc1,9.1%
N#Cc1ccc(OCC(=O)NCCc2ccc(S(N)(=O)=O)cc2)cc1,-2.2%
COc1ccccc1C(=O)N1CCN(c2cccc(Cl)c2)CC1,10.0%
COC(=O)C1(CCSC)NC(c2ccc(O)cc2)C2C(=O)N(c3ccc4c(c3)OCCO4)C(=O)C21 (configuration not stated),1.2%
O=C(Nc1ccc2oc(-c3ccccc3)nc2c1)c1cccnc1,-0.3%
CCCC(=O)C1=C(O)C(C(=O)OC)C(C)(C)CC1=NC (configuration not stated),-2.0%
O=C(COc1ncnc2ccccc12)N1CCN(C(=O)c2ccco2)CC1,-4.3%
CCCCCOc1ccc(NS(C)(=O)=O)cc1,-0.2%

Carrying on:
structure,AmpC det inh
CSc1ccc(NC(=O)[C@H]2CCCC[C@@H]2C(=O)O)cc1,-3.4%[5.75 µM]
Cc1ccc(OCCN2C(=O)c3ccccc3C2=O)c(C)c1,-5.6%
Nc1nc2c(c(=O)[nH]1)N[C@H](CCNc1ccc(C(=O)O)cc1)CN2,-4.2%[5.75 µM]
CCOC(=O)N1CCN(S(=O)(=O)c2ccc3c(c2)SCC(=O)N3)CC1,0.3%
Cc1ccc(C(=O)COc2cccc(NC(=O)c3ccco3)c2)cc1,-1.9%
O=C(CN1C(=O)NC2(CCCC2)C1=O)Nc1cccc(-c2nnc3n2CCCCC3)c1,2.4%
CC(NC(=O)c1cccs1)C(c1cccs1)N1CCN(c2ccccc2)CC1 (configuration not stated),8.2%
CCOC(=O)c1sc(/N=C/N(C)C)c(C(=O)OCC)c1C,-0.8%
Cc1c(C(=O)N2CCC3(CC2)OCCO3)oc2ccccc12,-5.2%
Nc1cnn(C2CCCO2)c(=O)n1 (configuration not stated),-2.6%
Cc1cccc(C(=O)OCC(=O)Nc2ccc(N3CCCCC3)cc2)c1O,0.9%
O=c1ccc(=O)n2n1CC(O)C2,-3.6%
CN(C)CC[C@H](c1ccc(Br)cc1)c1ccccn1,-0.2%[12.8 µM]
CCOC(=O)c1ccc(N2C(=O)CC(NC3CCN(C(=O)c4cccc(Cl)c4)CC3)C2=O)cc1 (configuration not stated),-3.6%
CCCn1c(-c2ccc(F)cc2)n[nH]c1=S,-0.4%
O=C(O)C1CCCCC1C(=O)Nc1nccs1 (configuration not stated),10.4%
CCOc1ccccc1-n1c(SCC(N)=O)nc2ccccc2c1=O,6.0%
CSc1nsc(SCc2cnc(C)nc2N)n1,-4.5%
O=C(NCCCN1CCOCC1)c1cc(-c2ccc(Br)cc2)on1,9.2%
COc1c(C)cc(Br)cc1C(=O)Nc1cccc(NC(=O)c2ccco2)c1,-1.6%
CCOC(=O)C1(C)NC(c2ccc(OC)cc2OC)C2C(=O)N(c3cccc(OC)c3)C(=O)C21 (configuration not stated),-3.9%
C=CCOC(=O)C1=C(C)Nc2nnnn2C1c1cccc(OC)c1OC (configuration not stated),-3.1%
COc1ccccc1CNc1nc(-c2ccoc2)nc2ccccc12,8.9%
CC1CCCN(S(=O)(=O)c2coc(C(N)=O)c2)C1 (configuration not stated),5.0%
O=C1c2ccccc2S(=O)(=O)N1CC(O)COc1ccc(Br)cc1 (configuration not stated),6.3%
C#CCN1C(C)=C(C(=O)OC)[C@@H](c2cccc([N+](=O)[O-])c2)C(C(=O)OCC)=C1C,0.0%
N[C@H](CCP(=O)(O)O)C(=O)O,-0.9%&-4.0%&-1.2%
COc1ccccc1NC(=O)Cn1c(=O)n2nc(C)nc2c2ccccc21,6.7%
Cc1nc(SCn2nnc3ccccc3c2=O)nc(C)c1C,-1.3%
Cc1cc(NC(=O)CSc2ccc3nnc(-c4ccccn4)n3n2)no1,11.9%

Further compounds
structure,AmpC det inh
COCCNC(=O)C1(CC(C)C)C=CCN1C(C)=O (configuration not stated),15.6%
COC(=O)CNC(=O)[C@@]1(Cc2ccccc2)C=C[C@@H](C)N1C(=O)c1ccccc1,14.8%
Cc1c(C)[n+](=O)c(-c2ccco2)c(C)n1[O-],-2.0%
O=S(=O)(c1cccc2c(S(=O)(=O)N3CCCC3)cccc12)N1CCCC1,-0.4%
O=C(c1ccc2c(c1)OCCO2)C1CCN(S(=O)(=O)c2cccc(F)c2)CC1,-4.8%
CC(=O)N1CCC[C@@]2(CCN(c3ccncc3)C2)C1,-1.8%
CC(=O)c1sc(NC(=O)c2ccc(Cn3cc(Br)cn3)o2)nc1C,-0.4%
CCOC(=O)C1CCN(CC(=O)Nc2c(C(=O)OC)[nH]c3cccc(C)c23)CC1,0.0%
O=S(=O)(CCc1nc2ccccc2o1)c1ccc(Cl)c(Cl)c1,6.1%
CN1CCN(c2ncc3nc(-c4cn(C)c5ccccc45)c(=O)n(CCC#N)c3n2)CC1,-2.0%
CCOc1ccc(/C(O)=C2/C(=O)C(=O)N(CCOCCO)C2c2ccc(F)cc2)cc1 (configuration not stated),-0.5%
N#Cc1c(NC(=O)Cn2cnc3ccccc3c2=O)oc(-c2ccccc2)c1-c1ccccc1,-4.6%
CC(=O)c1c(N(C)C)ccnc1C(F)(F)F,0.0%
CCn1c(Cc2ccc(OC)cc2)nnc1SCC(=O)NC1CCCCC1,6.7%
O=C(CSc1nc2ncccc2[nH]1)NCc1ccccc1,0.1%
CCNC(=O)N1C(=O)C2(OCCO2)c2ccccc21,2.9%
CCOc1ccc(C2N(c3cc(C)on3)C(=O)C3CCCN32)cc1OC (configuration not stated),-0.7%
Cn1c(O)c(C=Nc2ccc3c(c2)CCC3)c(=O)n(C)c1=O,-0.8%
COc1ccccc1CNCc1cc(OC)c(OC)cc1OC,-3.2%
N=c1c2c3c(sc2ncn1N)CCCCC3,10.5%
COc1ccc(NC(=O)c2ccco2)cc1NC(=O)c1cccs1,0.7%
CC(=O)Nc1ccc(S(=O)(=O)N2CCN(C(=O)N3CCOCC3)CC2)cc1,-4.5%
CCN(CC)CCNS(=O)(=O)c1ccc(Cl)cc1,0.0%
O=C(O)CCCCCN=C1CCc2ccccc2N1,24.1%
O=C1c2ccccc2C(=O)N1CCc1nc(-c2ccccn2)no1,-2.0%
CN(C)/C=C1\N=C(c2ccc3c(c2)OCO3)OC1=O,7.0%
N#Cc1cccc(NC(=O)N2CC[C@@]3(CCCNC3)C2)c1,1.7%
Cc1ccc(CNC(=O)c2ccc(Cn3nc(C)c(Cl)c3C)o2)cc1,-0.3%
O=C1NC(Nc2nc3ccccc3s2)(C(F)(F)F)C(=O)N1C1CCCCC1 (configuration not stated),1.3%
C=CCn1c2ccccc2c2nnc(SCC(=O)NC(C(=O)OC)C(C)C)nc21 (configuration not stated),4.5%

(next part)
structure,AmpC det inh
COc1cc(C2N(c3ccccc3)CCN2c2ccccc2)cc(OC)c1OC,0.0%
Cc1cc(C(=O)CSc2nnc(-c3ccc(Cl)cc3)n2CC2CCCO2)c(C)n1C (configuration not stated),1.4%
COc1ccc(Oc2ncc3nc(-c4ccc(OC)cc4)c(=O)n(C)c3n2)cc1,-0.5%
CCC1Oc2ccc(C)cc2N(CC(=O)N2CCN(c3ccc(F)cc3)CC2)C1=O (configuration not stated),3.4%
O=C1C=C(O)CC(c2ccc(Cl)cc2)C1 (configuration not stated),5.9%
CCc1nc(N)c(C#N)c(-c2cccnc2)c1C,-3.6%
O=C(NCc1ccccn1)c1c(Cl)cccc1Cl,-4.2%
CN(C)c1ccc(NC(=O)c2cccc(N3C(=O)CCC3=O)c2)cc1,7.2%
COc1ccc(CN(C)CCc2ccccn2)cc1OC,10.7%
Cc1ccc2c(c1)N(CCC(=O)NC1CC1)C(=O)C(C)O2 (configuration not stated),-3.3%
CC(C)(C)c1ccc2c(c1)N(CC(=O)O)C(=O)CO2,-2.2%
CN1C(=O)N(S(=O)(=O)c2ccc(F)c(F)c2F)C(=O)C1(C)C,-4.3%
CCCCC(c1nnnn1Cc1ccco1)N1CCN(c2nc3ccccc3s2)CC1 (configuration not stated),-1.8%
CCC(Sc1nc(N)c(NC(=O)c2ccc(OC)c(OC)c2)c(=O)[nH]1)C(=O)OC (configuration not stated),9.3%
Nc1nonc1/C(=N/O)N1CCN(CCO)CC1,7.3%
O=C(OCc1ccccc1)Oc1cncc(C(=O)O)c1,-11.5%
CSc1nsc(SCCN2C(=O)c3ccccc3C2=O)n1,-6.3%
CCOC(=O)C(CCc1nnc(N)s1)C(=O)OCC,0.0%
Cc1cccc(S(=O)(=O)Nc2cccc(-c3cn4ccsc4n3)c2)c1,-4.7%
C=C(C)Cn1c(N2CCN(CC)CC2)nc2c1c(=O)[nH]c(=O)n2C,13.5%
CC(=O)N1CCc2cc(Br)cc(S(=O)(=O)N3CCN(C(=O)c4ccco4)CC3)c21,-2.5%
CCCC(=O)Nc1ccc(NC(=O)c2cccs2)cn1,-2.2%
N#CCC(=O)Nc1ncn(Cc2ccccc2Cl)n1,-4.4%
COc1ccc(-c2cc3ccccc3n2CC(O)Cn2nc(C)cc2C)cc1 (configuration not stated),-1.7%
Cc1cc(N(C)C)c(C#N)c(N2CCOCC2)n1,-1.3%
CCN1CCN(Cc2ccccc2NC(=O)Nc2ccc(C)cc2)CC1,-1.1%
CCS(=O)(=O)N1CCC(C(=O)NCC2CCCO2)CC1 (configuration not stated),-2.8%
COc1cccc(NC(=O)c2ccccc2SC)c1,-2.1%
OC(COCc1ccccc1)CN1CCN(c2ccccc2F)CC1 (configuration not stated),-2.6%
COc1ccc(CCNS(=O)(=O)c2ccc3c(c2)CCN3C(=O)CCC(=O)O)cc1OC,-8.3%

More records follow:
structure,AmpC det inh
O=C(NC1CCCCC1)NC1CC2CCC(C1)N2C(=O)NCc1ccccc1 (configuration not stated),-4.8%
Nc1c(-c2ccccc2)n[nH]c1-c1ccccc1,-1.5%
Cc1onc(-c2ccccc2)c1C(=O)NCc1ccc2c(c1)OCO2,18.7%
COC(=O)C1C2C=CC3(CN(Cc4ccco4)C(=O)C13)O2 (configuration not stated),-1.2%
CCCS(=O)(=O)N1CCCC(C(=O)NCCCN(Cc2ccccc2)C(C)C)C1 (configuration not stated),-2.9%
CC(=O)Nc1ccc(S(=O)(=O)N2CCN(c3cc(C)nc4ccccc34)CC2)cc1,-1.9%
CCC(=O)Nc1ccc(NC(=O)c2cccc(OC)c2)nc1,-3.4%
CNC(=O)N(O)C1N(C)C(=O)N(CC(=O)OC)C1(C)C (configuration not stated),-4.2%
COc1ccc(C(=O)NCCNC(C)=O)cc1S(=O)(=O)NCc1ccc(Cl)cc1,-4.5%

A different layout for part of the listing above.
> CCOC(=O)C1CCN(CC(=O)Nc2c(C(=O)OC)[nH]c3cccc(C)c23)CC1
- AmpC det inh: 0.0%

> CCOC(=O)C1(C)NC(c2ccc(OC)cc2OC)C2C(=O)N(c3cccc(OC)c3)C(=O)C21 (configuration not stated)
- AmpC det inh: -3.9%

> CC(C)(C)c1ccc2c(c1)N(CC(=O)O)C(=O)CO2
- AmpC det inh: -2.2%

> O=C(O)CCCCCN=C1CCc2ccccc2N1
- AmpC det inh: 24.1%
